Screens deposited in PubChem by several laboratories.
proCasp7 act – activates human procaspase-7, counter-screen for procaspase-3 activators; activation, % at 8.5 µM; P55210; 330,000 tested, 0.093% active; recombinant procaspase-7, Ac-DEVD-pNA absorbance 405 nm; D23A/D198A/D206A triple mutant, cannot self-cleave; scale: DMSO 0, 5 µM enzyme 100;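 active = percent activation above the screen-wide mean plus 3 SD, cut at about 25% in these data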
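Test system: Procaspase-7 triple mutant (PC-7 D3A). Also added: Ac-DEVD-pNA substrate, 400 µM as added. Schedule: 1 h enzyme–compound preincubation and 2 h substrate reaction, both 25 °C. Signal: p-Nitroaniline absorbance at 405 nm, read at 0 and 120 min. Control set: low DMSO alone, high DMSO plus 5 µM PC-7.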
Fh CTSL1 inh – cathepsin L1 inhibition, PFM18AAP counter-screen | recombinant F. hepatica cathepsin L1, Z-Leu-Arg-MCA fluorescence | inhibition, % at 5.96 µM | 300,000 tested, 0.49% active;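 active = inhibition above the mean of all tested compounds plus 3 SD, set per screening campaign, cut at about 17% in these data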;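 note: 0% = plate median of test compound wells and 100% = 1 µM Z-Phe-Ala-diazomethylketone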
proCasp3 act – procaspase-3 (human) activation; 330,000 tested, 0.11% active; recombinant procaspase-3 D3A, Ac-DEVD-pNA absorbance 405 nm; activation, % at 8.5 µM; AID 463141; P42574;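 active = activation above the mean of all tested compounds plus 3 SD, cut at about 21% in these data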;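 note: 0% = DMSO alone and 100% = DMSO wells spiked with extra 5 µM PC-3 D3A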
Target sequence (P42574 whole entry D9A/D28A/D175A): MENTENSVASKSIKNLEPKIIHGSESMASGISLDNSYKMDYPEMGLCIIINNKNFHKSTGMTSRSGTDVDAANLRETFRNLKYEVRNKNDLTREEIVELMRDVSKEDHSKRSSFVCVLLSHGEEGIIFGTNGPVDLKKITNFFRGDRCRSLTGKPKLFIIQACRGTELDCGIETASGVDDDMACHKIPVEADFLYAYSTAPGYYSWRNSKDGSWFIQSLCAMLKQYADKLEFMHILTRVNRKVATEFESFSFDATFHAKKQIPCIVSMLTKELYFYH
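Assay system – Procaspase-3 D3A mutant · Benchmarks – DMSO low control, extra-enzyme high control · Technique – 405 nm absorbance of p-nitroaniline, reads at 0 and 120 min · Doses – 8.5 µM nominal · Measure – % activation between DMSO and enzyme-spiked controls · Also added – Ac-DEVD-pNA chromogenic peptide substrate · Schedule – 1 h compound preincubation, 2 h substrate hydrolysis at 25 °C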
Efflux pump mplx – inhibitors of Candida antifungal efflux pumps expressed in yeast; 330,000 tested, 0.44% active; S. cerevisiae Candida pump triplex, Nile Red efflux; inhibition, % at 10 µM;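 active = plate passing quality check with inhibition over a set limit, or well fluorescence over plate mean plus 4 SD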;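 note: Nile Red retained in pooled yeast measured as flow cytometry median fluorescence; 0% = buffer negative control and 100% = Enniatin B positive control; higher means more Nile Red kept so more efflux inhibition; some compounds called inactive have numbers as strong as hits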
JMJD2C inh – human JMJD2C demethylase inhibition; 330,000 tested, 0.069% active; Q9H3R0; inhibition, % at 2.35 µM; GST-JMJD2C(1-420) H3K9me3 demethylation, DELFIA europium;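 active = more than half of a compound's replicate wells show inhibition beyond 50%, single wells judged on their own value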;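 note: signal counts dimethyl H3K9 product captured on neutravidin plate; 0% = median of DMSO wells and 100% = 0.3 times that DMSO median; strong numbers were not always called active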
PP5 inh – blocks human protein phosphatase 5 activity | P53041 | purified PP5c, OMFP substrate fluorescence | inhibition, % at 6.7 µM | 320,000 tested, 0.18% active | AID 1987;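 active = inhibition above the campaign's mean inhibition across all tested compounds plus 3 SD, cut at about 9.5% in these data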;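 note: 0% = DMSO only and 100% = 100 µM cantharidin control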
Target sequence (P53041 whole entry, looked up): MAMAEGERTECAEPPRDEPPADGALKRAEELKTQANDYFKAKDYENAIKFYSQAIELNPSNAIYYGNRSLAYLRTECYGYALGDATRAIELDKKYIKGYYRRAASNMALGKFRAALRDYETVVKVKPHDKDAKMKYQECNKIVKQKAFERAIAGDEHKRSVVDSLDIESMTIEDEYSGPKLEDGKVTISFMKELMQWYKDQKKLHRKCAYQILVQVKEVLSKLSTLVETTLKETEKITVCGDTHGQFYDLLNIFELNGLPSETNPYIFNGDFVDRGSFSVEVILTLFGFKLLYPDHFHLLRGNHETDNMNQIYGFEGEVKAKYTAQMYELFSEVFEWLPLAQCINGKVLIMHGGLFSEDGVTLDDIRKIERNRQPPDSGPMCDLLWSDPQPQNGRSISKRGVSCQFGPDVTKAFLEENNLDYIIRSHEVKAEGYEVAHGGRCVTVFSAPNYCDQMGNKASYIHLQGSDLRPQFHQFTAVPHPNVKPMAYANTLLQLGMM
HCV core dimer – blocks dimerization of HCV core protein | 300,000 tested, 0.33% active | TR-FRET GST/Flag-core106 dimerization, 1536-well | inhibition, % at 5 µM | AID 1899;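 active = inhibition above the mean of all tested compounds plus 3 SD, set per screening campaign, cut at about 45% in these data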
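Assay system: tagged HCV core106 pair (GST and Flag); medium: KF-containing HEPES buffer, pH 7.45, DTT, CHAPS, BSA; also added: Eu donor and XL665 acceptor anti-tag antibodies; dosing: 5 µM single dose; timing: compound-protein-antibody incubation 4 h at 22.5 °C; signal: TR-FRET 671 and 617 nm emission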
PP1 counter – counter-screen for PP5 inhibitors: inhibitors of human PP1-alpha; P62136; purified PP1alpha, OMFP fluorescence; inhibition, % at 6.7 µM; 320,000 tested, 0.9% active;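 active = inhibition above the mean inhibition of all tested compounds plus 3 SD, computed separately for each screening campaign, cut at about 15% in these data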
Target sequence (P62136 whole entry, looked up): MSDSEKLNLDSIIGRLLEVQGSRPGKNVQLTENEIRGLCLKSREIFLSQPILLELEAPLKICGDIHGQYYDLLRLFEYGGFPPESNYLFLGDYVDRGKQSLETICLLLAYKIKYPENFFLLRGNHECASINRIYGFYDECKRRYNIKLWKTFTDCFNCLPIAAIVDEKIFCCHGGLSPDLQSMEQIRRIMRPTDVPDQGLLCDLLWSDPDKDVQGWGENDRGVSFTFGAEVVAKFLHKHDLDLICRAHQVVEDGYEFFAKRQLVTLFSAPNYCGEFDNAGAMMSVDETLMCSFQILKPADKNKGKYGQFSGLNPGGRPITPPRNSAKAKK
TPT1 inh – blocks Candida albicans tRNA 2'-phosphotransferase. recombinant caTPT1, FP RNA substrate dephosphorylation. 300,000 tested, 0.81% active. inhibition, % at 5 µM. AID 1962;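 active = inhibition above the mean of all tested compounds plus 3 SD, set per screening campaign, cut at about 24% in these data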;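 note: plate controls were DMSO alone for no effect and ferristatin control at 100 nM for full effect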
Numbers without * were called inactive; . = no result given; & = joins results of further samples.

SMILES	proCasp7 act	Fh CTSL1 inh	proCasp3 act	Efflux pump mplx	JMJD2C inh	PP5 inh	HCV core dimer	PP1 counter	TPT1 inh
CC1CC(C)CN(Cc2nc3c(c(=O)n(C)c(=O)n3C)n2CCN2CCOCC2)C1 (stereo unspecified)	-2.6	1.5	-8.2	0.1	6.3	-3.0	3.4	0.3	-1.2
Nc1cc([N+](=O)[O-])cc2oc(-c3ccccc3)cc12	2.7	0.6	4.4	0.0	-1.4	1.2	-33.8	0.4	22.3
S=C(NC1CCCC1)N1CCN(c2cccc(Cl)c2)CC1	-2.4	-2.2	3.6	0.0	8.1	0.4	8.7	-0.4	-1.3
Brc1cccc(CN2CCCCCCC2)c1	-5.5	-1.7	1.6	0.0	2.6	-0.6	0.8	-1.5	-3.7
COC(=O)[C@H]1C[C@@H]1[C@H](NC(=O)OCc1ccccc1)c1ccccc1	-8.4	0.6	4.5	-0.2	-3.0	1.7	8.4	-0.6	-3.7
O=C(CNC(=O)Cc1ccccc1)NCC(=O)OCC(=O)c1cccc2ccccc12	-0.2	-13.8	-1.1	0.0	2.6	-2.8	16.4	-3.7	2.5
CCCC(=O)N1CCN(c2ccc(NC(=O)C(C)(C)C)cc2Cl)CC1	4.6	-2.6	-4.3	0.3	5.4	0.1	-17.4	-3.2	0.7
O=C(Nc1cn(-c2ccccc2)nc1-c1ccccc1)c1ccccc1	-0.9	-0.9	1.5	-0.1	6.6	2.5	-5.9	2.4	1.2
CCOC(=O)Nc1cccc(C(=O)O)c1	14.9	2.1	-3.6	0.0	-7.1	-1.2	-6.9	0.0	1.4
Cc1cc(C(=O)OCC(=O)N(CC(C)C)c2c(N)n(Cc3ccccc3)c(=O)[nH]c2=O)c(C)o1	7.3	2.1	16.2	0.0	-1.2	0.4	4.5	6.1	4.2
O=C(O)c1ccc(-c2ccc(O)c(F)c2)cc1	-0.9	3.1	-2.1	0.0	1.2	-0.6	2.9	0.6	-4.9
CCOC(=O)c1[nH]c2ccc(OC)cc2c1NC(=S)N1CCN(c2cccc(Cl)c2)CC1	-13.4	3.5	-12.4	-0.2	-5.7	2.0	14.5	0.9	-2.8
COc1ccc(OC)c(/C(O)=C/C(=O)C(=O)Nc2ccccc2OC)c1	-21.8	-2.1	-9.0	0.2	-7.7	-2.8	4.7	4.0	3.0
Cc1cc2c(cc1S(=O)(=O)CCC(=O)Nc1cccc(C(F)(F)F)c1)OCC(=O)N2	-4.3	-19.1	9.1	0.4	-10.6	2.8	-7.7	-3.7	-0.1
CCCN1C(=O)/C(=C/c2c(N3CCNC(=O)C3CC(=O)OCC)nc3c(C)cccn3c2=O)SC1=S (stereo unspecified)	-14.7	-0.2	-7.3	0.0	-10.0	0.3	9.2	-3.8	137.2*
COc1cccc(NC(=O)CCN2CCC(C(N)=O)CC2)c1	15.7	-1.2	13.7	0.1	9.2	1.4	-22.8	-1.9	2.8
COc1ccccc1C1CC(c2ccco2)=NN1c1ccccc1 (stereo unspecified)	0.2	-3.4	11.2	-0.3	-1.1	0.8	5.4	2.7	10.9
O=C(COc1cccc(C(F)(F)F)c1)Nc1ccc(S(=O)(=O)N2CCCCC2)cc1	0.3	2.6	-11.2	0.2	6.9	8.8	5.7	4.6	-5.2
CC(C)(C)c1ccc(-c2nc(N)nc(N)n2)cc1	8.1	-1.1	2.9	0.1	-0.2	3.8	1.8	-2.1	0.0
Cc1cc(C)cc(C(=O)Nc2ccc(N3CCN(S(C)(=O)=O)CC3)cc2)c1	2.6	2.0	5.8	0.4	0.6	1.7	0.4	0.9	0.3
C=CCN1C(=O)C2C(C(=O)NC)C3C=CC2(O3)C1C(=O)NCc1ccc(OC)cc1 (stereo unspecified)	8.8	-2.8	-7.5	-0.1	2.0&-0.9	-0.8	0.7	0.1	-0.8
COc1ccccc1CNC(=O)CN(C)Cc1ccc(SC)cc1	-8.2	-0.6	0.4	0.1	3.3	4.2	2.6	0.9	5.5
CCOC(=O)C1CCN(CC(=O)Nc2cc(S(=O)(=O)N3CCOCC3)ccc2C)CC1	2.3	5.5	5.4	-0.1	-0.5	-1.9	-2.6	-3.9	5.5
Cc1ccc(N2CC(C(=O)OCC(=O)Nc3ccc(F)cc3F)CC2=O)cc1 (stereo unspecified)	-8.5	.	0.8	-0.2	.	-1.6	.	-4.2	.
N#Cc1c(NC(=O)CCC(=O)O)sc2c1CCCCC2	-14.6	6.2	0.9	-0.1	0.6	1.4	2.2	-3.9	3.1
COC(=O)c1cc2c(s1)-c1cc(F)ccc1OC2	8.5	4.5	-4.2	0.1	-1.3	0.3	2.6	-6.4	-1.7
O=C(Nc1ccc(Oc2cccc3ccccc23)cc1)c1ccco1	7.1	3.8	-8.0	-0.1	9.2	5.5	7.3	1.8	-0.7
S=c1[nH]c(-c2ccc(Cl)cc2)cs1	-16.8	-3.9	-12.2	0.1	-14.3	1.7	2.0	-0.9	-3.0
COc1ccc(NC(=S)NCc2ccccc2)c(OC)c1	9.8	5.8	4.5	-0.1	5.6	1.3	-3.5	1.9	-1.1
CN(CC(=O)Nc1ccccc1Cl)C(=O)COC(=O)c1ccc(-c2ccc(O)cc2)cc1	7.4	.	-0.2	0.1	1.1	.	.	.	.

A second format for three compounds above:
smiles: C=CCN1C(=O)C2C(C(=O)NC)C3C=CC2(O3)C1C(=O)NCc1ccc(OC)cc1 (stereo unspecified)
  proCasp7 act = 8.8
  Fh CTSL1 inh = -2.8
  proCasp3 act = -7.5
  Efflux pump mplx = -0.1
  JMJD2C inh = 2.0&-0.9
  PP5 inh = -0.8
  HCV core dimer = 0.7
  PP1 counter = 0.1
  TPT1 inh = -0.8
smiles: COc1ccccc1CNC(=O)CN(C)Cc1ccc(SC)cc1
  proCasp7 act = -8.2
  Fh CTSL1 inh = -0.6
  proCasp3 act = 0.4
  Efflux pump mplx = 0.1
  JMJD2C inh = 3.3
  PP5 inh = 4.2
  HCV core dimer = 2.6
  PP1 counter = 0.9
  TPT1 inh = 5.5
smiles: CCOC(=O)C1CCN(CC(=O)Nc2cc(S(=O)(=O)N3CCOCC3)ccc2C)CC1
  proCasp7 act = 2.3
  Fh CTSL1 inh = 5.5
  proCasp3 act = 5.4
  Efflux pump mplx = -0.1
  JMJD2C inh = -0.5
  PP5 inh = -1.9
  HCV core dimer = -2.6
  PP1 counter = -3.9
  TPT1 inh = 5.5

(next part)
SMILES	proCasp7 act	Fh CTSL1 inh	proCasp3 act	Efflux pump mplx	JMJD2C inh	PP5 inh	HCV core dimer	PP1 counter	TPT1 inh
CC(C)CCNC(=O)C(Cc1ccccc1)NS(=O)(=O)c1ccc2c(c1)c(=O)n(C)c(=O)n2C (stereo unspecified)	5.8	-0.2	6.8	-0.1	-0.7	-0.1	2.4	-4.0	-0.2
CCOC(=O)c1sc(NC(=O)CN2CCN(c3ccccc3)CC2)nc1C	-1.2	-2.5	8.1	0.2	-11.5	5.5	7.8	-0.9	1.6
Cc1ccc(OCC(=O)Nc2c[nH]c(=O)[nH]c2=O)cc1C	-0.4	-2.6	2.3	-0.1	-24.1	-1.5	-0.2	-5.7	1.0
COCCNS(=O)(=O)c1cccn1-c1ncc(C(F)(F)F)cc1Cl	-3.5	-1.8	1.9	-0.1	4.7	0.0	3.7	-2.1	1.4
NC(=O)Cn1cc(C(=O)C(=O)N2CCOCC2)c2ccccc21	8.0	2.0	11.7	0.2	-0.3	0.2	2.0	2.2	-0.5
CCOc1ccc(-c2n[nH]c(=S)c3ccccc23)cc1	-22.0	9.8	-13.2	-0.2	8.3	-0.5	-11.0	0.7	-0.6
O=C(Nc1ccc(Cl)cc1)[C@@H]1[C@@H]2C(=O)N(c3ccc(Cl)cc3Cl)C(=O)[C@@H]2[C@H]2C=CC=NN21	-7.1	-3.2	-2.8	0.4	2.8	4.7	41.1	15.1	4.8
CCOc1ccc(NC(=O)CN(C)S(=O)(=O)c2ccc3c(c2)CCC(=O)N3)cc1	0.3	-4.3	-0.3	0.1	7.9	-2.6	-4.6	-7.9	3.9
O=C(Cn1nc(C(F)(F)F)c2c1CCC2)Nc1ccccc1C(F)(F)F	0.1	7.0	-1.8	0.0	3.3	0.7	-5.1	-0.6	-3.2
CCCCn1c(=N)n(CC(O)COc2ccc(C)cc2)c2ccccc21 (stereo unspecified)	6.7	-5.1	-7.3	1.2*	-5.9	0.2	-4.3	1.6	1.3
O=C(C[C@H]1C/C=C\CCC(=O)OC[C@H]2CCCN2C1=O)NCCO	-1.2	.	0.1	-0.1	3.9	.	.	.	.
CCOC(=O)N1CCN(C(=O)CCCCCn2c(=S)[nH]c3cc4c(cc3c2=O)OCO4)CC1	-4.8	6.9	-0.1	0.1	13.6	-1.3	27.4	-1.4	2.8
O=C1[C@@H]2Cc3c([nH]c4ccccc34)C(c3ccccc3)N2C(=O)CN1CCO (stereo partly specified)	5.9	-0.3	7.2	0.0	-6.3	-3.0	10.8	-2.0	0.9
CCOC(=O)c1cn2nc(-c3ccc(OC)cc3)cc2nc1C1CCN(C(=O)OC(C)(C)C)CC1	6.5	-0.5	9.5	0.5	87.5	1.9	8.0	-4.7	-0.3
COCCNC(=O)CCCn1c(=O)c2cc(OC)c(OC)cc2n(CC(=O)c2ccc(Cl)cc2)c1=O	9.6	3.5	16.9	-0.1	8.8	-0.1	1.8	1.8	1.7

Some values from the entries so far:
Efflux pump mplx with O=C(Cn1nc(C(F)(F)F)c2c1CCC2)Nc1ccccc1C(F)(F)F is entered as 0.0
Efflux pump mplx with O=C(C[C@H]1C/C=C\CCC(=O)OC[C@H]2CCCN2C1=O)NCCO is entered as -0.1
HCV core dimer with O=C(Nc1ccc(Cl)cc1)[C@@H]1[C@@H]2C(=O)N(c3ccc(Cl)cc3Cl)C(=O)[C@@H]2[C@H]2C=CC=NN21 is entered as 41.1
TPT1 inh with CCCCn1c(=N)n(CC(O)COc2ccc(C)cc2)c2ccccc21 (stereo unspecified) is entered as 1.3
PP5 inh with CCOc1ccc(-c2n[nH]c(=S)c3ccccc23)cc1 is entered as -0.5

(more compounds)
SMILES	proCasp7 act	Fh CTSL1 inh	proCasp3 act	Efflux pump mplx	JMJD2C inh	PP5 inh	HCV core dimer	PP1 counter	TPT1 inh
CCOC(=O)C(NC(=O)CC)(Nc1nc2c(s1)CCCC2)C(F)(F)F (stereo unspecified)	2.4	-0.9	-16.6	0.0	-3.4	-0.8	-0.9	-6.6	-7.6
CC(Sc1nc2ccccc2s1)C(=O)Nc1ccc2c(c1)OCO2 (stereo unspecified)	0.4	-2.0	7.4	3.3	3.9	2.2	22.4	2.5	2.0
COc1ccc2nc(NCCCNC(=O)c3cc(OC)c(OC)c(OC)c3)c(C#N)cc2c1	0.3	3.9	1.7	0.1	9.6	1.5	-0.3	2.4	-8.3
C=CCN=C(NC#N)SCc1ccccc1	-1.2	1.3	0.4	-0.1	47.3	-3.0	-4.0	-4.5	-4.9
COc1cc2cc(CCOC(=O)N3CCCCC3)oc(=O)c2cc1OC	2.3	.	-0.8	-0.2	-13.2	-0.7	.	-2.4	.
